Screens as filed in PubChem BioAssay.
CHRM5 agonist – agonists of human muscarinic M5 receptor (CHRM5). CHO-K1 hM5 cells, Fluo-8 calcium fluorescence; 0% DMSO wells, 100% maximal acetylcholine response. activation, % at 3 µM. P08912. 0.19% of 360,000 active. AID 624037;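 active = activation above the run's mean over test compounds plus 3 SD, cut at about 23% in these data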;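 also: signal is peak over basal fluorescence ratio across the kinetic read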
Target sequence (P08912 whole entry, looked up): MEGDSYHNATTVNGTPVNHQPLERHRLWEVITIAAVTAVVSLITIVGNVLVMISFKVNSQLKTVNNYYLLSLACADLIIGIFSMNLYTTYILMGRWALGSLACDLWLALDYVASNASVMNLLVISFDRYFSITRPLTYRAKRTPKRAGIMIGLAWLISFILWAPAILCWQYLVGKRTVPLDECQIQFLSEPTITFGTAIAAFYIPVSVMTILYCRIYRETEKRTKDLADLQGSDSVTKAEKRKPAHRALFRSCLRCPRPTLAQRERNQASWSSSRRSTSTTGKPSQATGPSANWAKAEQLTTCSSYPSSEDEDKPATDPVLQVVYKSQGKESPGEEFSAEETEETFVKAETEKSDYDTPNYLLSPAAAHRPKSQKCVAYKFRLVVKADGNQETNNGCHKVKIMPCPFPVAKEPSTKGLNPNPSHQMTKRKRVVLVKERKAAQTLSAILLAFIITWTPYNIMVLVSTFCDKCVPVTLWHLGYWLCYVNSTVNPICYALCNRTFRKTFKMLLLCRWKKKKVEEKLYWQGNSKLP
CHRM5 antagonist – blocks acetylcholine activation of human M5 receptor; CHO-hM5 cells, Fluo-8 calcium fluorescence, ACh EC80; inhibition, % at 3 µM; 0.59% of 360,000 active;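 active = inhibition above a per-plate cutoff, the mean of that plate's test compounds plus 3 SD, cut at about 27% in these data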;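 also: 0% = acetylcholine EC80 with DMSO and 100% = DMSO without agonist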
CRFR2-BP antag – antagonists of CRF-binding protein/CRF-R2 receptor complex | HEK293 CRF-R2/CRF-BP, CRF-induced calcium fluorescence | inhibition, % at 11.8 µM | 0.59% of 350,000 active | AID 588475;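 active = inhibition of the ligand-induced calcium signal above about 50% at the single tested concentration, limit read from the data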
CHRM4 PAM – CHRM4 positive allosteric modulation; CHO-K1 hM4/Gqi5, Fluo-8 calcium fluorescence, ACh EC20; 0% = ACh EC20, 100% = maximal ACh; activation, % at 3 µM; 0.4% of 360,000 active; AID 624126;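 active = activation above its plate's cutoff, the mean activation of sample wells plus 3 SD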; also: some results filed as inactive read as strong as hits
Target sequence (P08173 whole entry, looked up): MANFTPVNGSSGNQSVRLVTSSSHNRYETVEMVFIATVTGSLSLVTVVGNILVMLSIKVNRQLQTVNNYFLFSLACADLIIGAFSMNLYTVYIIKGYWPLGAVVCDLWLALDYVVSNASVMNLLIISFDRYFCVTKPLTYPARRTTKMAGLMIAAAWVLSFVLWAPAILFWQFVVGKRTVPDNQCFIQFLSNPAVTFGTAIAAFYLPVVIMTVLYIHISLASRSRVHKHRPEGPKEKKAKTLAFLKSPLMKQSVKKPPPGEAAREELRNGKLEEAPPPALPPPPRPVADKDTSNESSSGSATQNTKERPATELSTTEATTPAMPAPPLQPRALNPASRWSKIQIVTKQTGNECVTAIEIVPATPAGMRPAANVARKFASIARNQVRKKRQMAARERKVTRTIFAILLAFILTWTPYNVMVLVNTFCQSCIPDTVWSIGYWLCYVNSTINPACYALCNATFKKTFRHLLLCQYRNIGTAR
CHRM4 agonist – agonists of human muscarinic M4 receptor (CHRM4); CHO-K1 hM4/Gqi5, Fluo-8 calcium fluorescence; vehicle 0%, full acetylcholine response 100%; P08173; 0.14% of 360,000 active; activation, % at 3 µM; AID 624127;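 active = activation above the run mean over all test wells plus 3 SD, cut at about 32% in these data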;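 also: peak over basal fluorescence ratio per well then scaled between controls; 0% = DMSO wells and 100% = acetylcholine at EC100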
M5 PAM – CHRM5 positive allosteric modulation; P08912; CHO-K1 hM5, Fluo-8 calcium, ACh EC20 PAM; 0% = ACh EC20, 100% = ACh EC100; activation, % at 3 µM; 0.3% of 360,000 active;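 active = activation above the run cutoff, the mean activation of all test compounds plus 3 SD, cut at about 18% in these data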
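Replicates: One well per compound, no replicates | System: Human M5 receptor in CHO-K1 cells | Benchmarks: Low control EC20 acetylcholine (0%), high control EC100 acetylcholine (100%) | Probe or stimulus: Acetylcholine, EC20 level | Times: Fluo-8 loading 80 min at 37 °C plus 30 min room temperature | Signal: Intracellular calcium via Fluo-8 fluorescence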
CRFBP-R2 agonist – agonists of human CRF-binding protein/CRF-R2 receptor complex | HEK293 CRF-R2/CRF-BP, calcium dye fluorescence (FLIPR); percent of saturating CRF peptide response | activation, % at 13.2 µM | 0.46% of 350,000 active | AID 588473;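 active = activation of at least 50%, plus an integration ratio under a set limit after plate pattern correction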;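 also: plate controls were neutral control wells without compound for no effect and CRF at EC100 for full effect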
IDE inh – inhibits human insulin-degrading enzyme in HEK cells; inhibition, % at 5.59 µM; 0.41% of 320,000 active; P14735; FAbetaB cleavage, fluorescence polarization; AID 434962;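 active = percent inhibition above the average of all tested compounds plus 3 SD, set per screening campaign, cut at about 16% in these data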;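 also: IDE supplied by intact live HEK cells; FP after avidin binding of uncleaved biotin substrate so inhibition keeps polarization high; 0% = DMSO wells and 100% = 60 µM reference IDE inhibitor Ii1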
M4 antag – antagonists of human muscarinic M4 receptor (CHRM4) | inhibition, % at 3 µM | P08173 | CHO-hM4 cells, ACh EC80, Fluo-8 calcium fluorescence | AID 624125 | 0.73% of 360,000 active;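 active = inhibition above its plate's cutoff, the mean inhibition of sample wells plus 3 SD, cut at about 27% in these data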;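 also: 0% = acetylcholine EC80 with DMSO and 100% = DMSO without agonist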
* hit, by the source's call; . = no result given; & = joins results of further samples.

SMILES | CHRM5 agonist | CHRM5 antagonist | CRFR2-BP antag | CHRM4 PAM | CHRM4 agonist | M5 PAM | CRFBP-R2 agonist | IDE inh | M4 antag
CN(C)CC#CCC(O)(c1ccccc1)C1CCCC1 (stereo not drawn) | -8 | 94* | 0 | -34 | 1 | -17 | 0.9 | -1 | 87*
O=C(COC(=O)Cc1ccccc1)Nc1cccnc1Cl | -1 | 1 | -18 | -2 | 0 | 8 | 0.0 | 8 | 7
OCCOCCO | 2 | 3 | -1 | -3 | 0 | -1 | 0.4 | 2 | 0
COc1ccccc1OP(=O)(Nc1cccnc1)Oc1ccccc1OC | 4 | 20 | -53 | -8 | 12 | -15 | 0.9 | -4 | 16
CSCCC(N=Cc1c(O)n(-c2ccc(Br)cc2)c(=O)[nH]c1=O)C(=O)OC(C)(C)C (stereo not drawn) | -3 | -5 | -32 | 14 | -2 | 5 | -1.4 | -6 | -16
O=C(Cc1ccc(Br)cc1)N1CCN(Cc2ccccc2)CC1 | -7 | 7 | -30 | 10 | 3 | 2 | -0.3 | 6 | 1
C=CCn1c(O)c(C=Nc2ccc(OC)cc2C)c(=O)[nH]c1=O | 1 | -2 | -38 | 7 | 2 | -2 | 1.3 | 1 | 5
O=C(COc1ccccc1)N1CCN(Cc2c[nH]c3ccccc23)CC1 | -2 | 5 | 21 | -2 | 3 | -3 | -0.9 | 5 | -2
OC12Oc3ccccc3C=C1N1CCC2CC1 (stereo not drawn) | -10 | -1 | -1 | -10 | 0 | -8 | 0.5 | -4 | -3
O=C(CN1CCCCC1)c1ccccc1Cl | -3 | 4 | 14 | -15 | 0 | -3 | 0.6 | 1 | 11
C=CCNC(=O)c1c(N)n(Cc2ccco2)c2nc3ccccc3nc12 | 5 | 2 | -23 | 3 | 8 | -1 | 32 | 5 | -5
COc1cc(OC)cc(C(=O)Nc2ccc(Br)cc2C(=O)c2ccccc2)c1 | -1 | -2 | -29 | 2 | 0 | 4 | 0.3 | -1 | 12
CC(=NCCCN1CCOCC1)c1c(O)n(-c2ccccc2C)c(=O)[nH]c1=O | -4 | -9 | -6 | 12 | 1 | 3 | 0.8 | -5 | -4
O=[N+]([O-])c1cccnc1N1CCCNCC1 | -8 | 25 | -8 | -19 | 1 | -18 | 8.3 | 2 | 19
CC(C)(C)c1nc(NCc2ccc3c(c2)OCO3)c2nnn(Cc3ccccc3Cl)c2n1 | -1 | 1 | -17 | 28* | 1 | -3 | 1.9 | 1 | -3
COc1ccc(-c2nn(CCC#N)cc2C(=O)NCc2ccccc2)cc1 | -4 | 9 | 6 | -8 | 1 | -7 | 0.5 | 0 | -1
COC(=O)C1=C(c2cccc(C#N)c2)C[C@@H]2CC[C@H]1N2C(=O)NCC1CC1 | 2 | 4 | -8 | 12 | 0 | -3 | -0.8 | 7 | 0
O=C1NCN(c2ccccc2)C12CCN(C(c1ccccc1OC(F)(F)F)c1nnnn1Cc1ccccc1)CC2 (stereo not drawn) | 2 | 6 | . | -6 | 0 | -1 | . | . | 2
COc1ccc(CN2CCNCC2)c(OC)c1OC | 1&0 | -1&-6 | -33&-18 | -2&0 | 1&1 | 5&2 | 3.2&18 | 1&0 | -3&3
O=C(Nc1ccc(C(F)(F)F)cc1)OC1CN2CCC1CC2 (stereo not drawn) | -16 | 6 | -5 | -20 | 4 | -7 | 0.1 | 0 | -5
Oc1ccc(CCN2CCCCC2)cc1 | -4 | 2 | 14 | -3 | 1 | -7 | -0.3 | . | -2
CN1CCC(O)(c2cccs2)C(C(=O)c2cccs2)C1 (stereo not drawn) | 1 | -1 | 3 | -4 | 0 | 2 | -1.0 | -2 | -8
C#C[C@]1(O)CC[C@H]2[C@@H]3[C@H](O)C[C@H]4C[C@@H](O)CC[C@]4(C)[C@H]3CC[C@@]21C | 0 | 8 | -11 | 7 | 2 | -6 | 4.3 | . | -21
O=c1c2ccccc2nc(CN2CCCCCC2)n1-c1ccc(F)cc1 | -3 | -8 | 19 | -3 | 2 | 8 | -1.5 | -3 | 0
CC(NCc1ccc(Cl)cc1Cl)C(O)c1ccccc1 (stereo not drawn) | 1 | -8 | -14 | 10 | 1 | 4 | 0.3 | 3 | -13
CN(C)C(=O)Oc1cccc(NC(=O)c2ccccc2C(F)(F)F)c1 | 0 | 5 | -1 | -1 | 1 | -2 | -1.3 | 4 | -4
COc1cc(OC)c([C@H]2C=C(C)[C@H]3C[C@@H]2C3(C)C)c(OC)c1 | -1 | 7 | 1 | -2 | 1 | 2 | -1.5 | 5 | 4
O=C(CCn1nc(-c2ccc(Cl)cc2)ccc1=O)N1CCC2(CC1)OCCO2 | 1 | 2 | 7 | 7 | 1 | 7 | -0.9 | -1 | -9
CC(C)c1ccc(N2C(=O)CC(=O)NC2=O)cc1 | 0 | 7 | 11 | -2 | 1 | 3 | 6.2 | 3 | 4
COC(=O)C1=C(c2ccc(F)cc2OCc2ccccc2)C[C@@H]2CC[C@H]1N2C(=O)NCCOc1ccc(OC)cc1 | -4 | 13 | 18 | -11 | 12 | -20 | -0.9 | 0 | -6

Reprinted from the part before: 2 entries; new compounds follow.
SMILES | CHRM5 agonist | CHRM5 antagonist | CRFR2-BP antag | CHRM4 PAM | CHRM4 agonist | M5 PAM | CRFBP-R2 agonist | IDE inh | M4 antag
CC(C)c1ccc(N2C(=O)CC(=O)NC2=O)cc1 | 0 | 7 | 11 | -2 | 1 | 3 | 6.2 | 3 | 4
COC(=O)C1=C(c2ccc(F)cc2OCc2ccccc2)C[C@@H]2CC[C@H]1N2C(=O)NCCOc1ccc(OC)cc1 | -4 | 13 | 18 | -11 | 12 | -20 | -0.9 | 0 | -6
Cc1ccnc(NC(=O)CCCc2ccc(N(CCCl)CCCl)cc2)n1 | 3 | 10 | 12 | 2 | 1 | -3 | -0.8 | . | 4
CCCCC(CC)COCCCN=Cc1c(O)[nH]c(=S)[nH]c1=O (stereo not drawn) | -3 | 3 | -39 | 0 | 1 | -6 | -5.0 | 10 | -4
O=c1[nH]c(=O)n(Cc2ccc(F)cc2)c(O)c1C=NCCCO | 3 | -5 | 1 | 6 | 0 | 9 | -0.4 | 3 | 14
Cc1cc(N2CCN(C)CC2)nc2ccccc12 | -9 | 3 | -2 | -3 | 1 | -4 | 1.8 | 2 | -2
Clc1cccc(N2CCNCC2)n1 | -7 | 25 | -1 | -18 | 7 | -17 | 3.1 | 3 | 15
CC(=O)N1CCN(CC(=O)Nc2ccc(C#N)c(Cl)c2)CC1 | 0 | -13 | 12 | -1 | 2 | 0 | -0.9 | 7 | -1
C=CCn1c(O)c(C(CC)=NCCCO)c(=O)[nH]c1=O | -2 | -4 | 6 | 6 | 0 | 9 | -0.7 | 0 | -10
Fc1ccc(C(OCCN2CCCC2)c2ccc(Br)cc2)cc1 (stereo not drawn) | -5 | 38* | -72 | -34 | 9 | -18 | 1.7 | 3 | 16
CCOP(=O)(C#CC(C)(C)C)C(O)(c1ccccc1)C(F)(F)F (stereo not drawn) | -6 | -7 | -6 | 16 | -1 | 5 | 1.9 | 0 | 6
CN1CCN(C(=O)Cc2ccccc2)CC1 | -11 | -7 | -8 | -9 | 1 | 1 | 0.5 | -7 | -8
CC(=O)Nc1ccccc1C(=O)OCC(=O)c1cccc2ccccc12 | -2 | 3 | -2 | -5 | 5 | -4 | 0.7 | -1 | 1
CC1CCN(CC(=O)c2cccc(C(F)(F)F)c2)CC1 | -6 | 6 | -2 | -3 | 1 | 1 | 1.0 | 5 | 2
Cc1ccc(C2C(S(C)(=O)=O)=C(O)C(=O)N2c2ccccc2)cc1 (stereo not drawn) (tested in a mixture with another compound) | -3 | -4 | -32 | 5 | 1 | 2 | 1.1 | -3 | -2
C=C[C@@]12CN(C)[C@H]3[C@H]1[C@@]1(C(=O)Nc4ccccc41)C1CC2[C@@H]3CO1 | 0 | 2 | -29 | -1 | 0 | -7 | 0.7 | -3 | -4
N=c1c2c(n(Cc3ccc(Cl)cc3Cl)c3c1CCC3)CCCC2 | -12 | 10 | 19 | -7 | 0 | -10 | 3.5 | 3 | 12
COC(=O)[C@@H]1[C@@H](C(=O)OC)C2(c3ccccc3-c3ccccc32)N(c2ccc(Cl)cc2)N1C#N | -5 | 11 | -17 | -8 | 1 | -3 | 7.0 | -7 | 16
C/C=C(\C)C(=O)N[C@@H](c1ccccc1)[C@@H](O)C(=O)O[C@H]1C[C@@]2(O)[C@@H](OC(=O)c3ccccc3)C3[C@](C)(C(=O)[C@H](OC(C)=O)C(=C1C)C2(C)C)[C@@H](O)C[C@H]1OC[C@@]31OC(C)=O (stereo partly drawn) | 0 | 3 | 8 | 2 | 0 | -1 | 3.2 | -8 | -8
c1ccc([C@@H]2CO2)cc1 | 1 | -5 | -7 | 5 | 1 | 3 | 0.3 | -5 | -3
CN(C)c1ccc(CN2CC=C(c3ccc(F)cc3)CC2)cc1 | -6 | 3 | -15 | -8 | 2 | -8 | 0.4 | 0 | 6
O=C(c1ccc(Cl)cc1)C12CN3CN(CN(C3)C1)C2 | 0 | 1 | -7 | 2 | 0 | -3 | 0.1 | 0 | 12
Cc1cccc(C2=NCC(=O)N(CC(=O)NCc3ccco3)c3sc4c(c32)CCCC4)c1 | -1 | 7 | 8 | 5 | -1 | 1 | -4.5 | -3 | -3
COc1ccc(OCC(=O)N2CCN(Cc3c[nH]c4ccccc34)CC2)cc1 | -2 | -9 | -6 | 1 | 9 | 6 | 0.7 | . | -10
C=CCN1C(=O)NC(=O)/C(=C/c2ccc(N(C)C)c(Br)c2)C1=O | -2 | 7 | -28 | 3 | 1 | 11 | -1.9 | 11 | -3
Cc1ccc(C2=NCC(=O)Nc3ccc(Br)cc32)cc1 | -2 | 1 | 0 | -6 | 0 | 6 | -0.1 | -2 | 4
COP(=O)(/C=C(\Cl)c1ccccc1)/C=C(\Cl)c1ccccc1 | 0 | 7 | -18 | -3 | 5 | -2 | -1.5 | -5 | 3
O=[N+]([O-])c1ccc(O)c([N+](=O)[O-])c1 | 4 | -2 | 22 | 4 | 4 | -3 | 4.8 | -1 | -1
Brc1cccc(CNCCc2ccc3c(c2)OCO3)c1 | -8 | -8 | -7 | -4 | 1 | -2 | 0.6 | 8 | 1
CCOCCCN=Cc1c(O)n(Cc2ccccc2)c(=O)[nH]c1=O | -2 | -17 | -20 | 3 | 1 | -2 | 2.2 | 2 | -3
COC(=O)c1c2[n+](cc3cc(OC)c(OC)cc13)CCc1cc(OC)c(OC)cc1-2 | 2 | 0 | -14 | 5 | 0 | -1 | -1.6 | 4 | -18
CC12CN3CN(C1)CC(c1ccccc1)(C3)C2=O | -2 | 2 | 9 | 8 | 1 | 0 | -0.3 | -2 | 0
COc1ccc(-n2c(O)c(/C(C)=N/Nc3ccccc3)c(=O)[nH]c2=O)cc1 | 5 | -4 | 7 | 11 | 2 | 3 | -1.3 | 5 | -19
CN1CCC(OC(=O)Cc2ccccc2)CC1 | -10 | 20 | -7 | -14 | 0 | -19 | 0.2 | 3 | 8
COc1ccc(CCNCc2ccc(Br)cc2)cc1OC | -1 | 7 | 0 | -4 | 4 | 2 | 1.1 | 3 | -3
COC(=O)CN(CCCl)P1(=O)OCCCN1CCCl (stereo not drawn) | 4 | 11 | . | 6 | 1 | -10 | . | . | 6
CC1N(O)C2CCCCCC2N1O (stereo not drawn) | -2 | -3 | 6 | -2 | 0 | 0 | 2.2 | 2 | -1

Only part of the results is shown; rates above refer to the full screens.
